MBD2 inh = inhibitors of MBD2 binding to methylated DNA, primary screen, biochemical, TR-FRET, DNA-binding domain, human | Methyl-CpG-binding domain protein 2 (Homo sapiens), Q9UBB5 | MBD2 binding to methylated oligonucleotide | inhibition, % at 4.4 µM | 0.31% of 370,000 active; in the data active = inhibition above about 13%
PG9 Ab binder = binders of HIV-1 gp120 antibody PG9, primary screen, biochemical, TR-FRET; HIV-1 gp120 / PG9 antibody interaction; TR-FRET gp120-PG9 antibody binding; inhibition, % at 6.7 µM; AID 624416, 2012; 0.43% of 360,000 active; in the data active = inhibition above about 8.5%
HTRA1 inhibitor = HTRA1 serine protease inhibitors, primary screen, biochemical, fluorescence polarization, HTS. 0.5% of 340,000 active. AID 504803, 2011. inhibition, % at 5.96 µM. recombinant HTRA1, FP-rhodamine activity-based probe. Q92743; in the data active = inhibition above about 36%;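 note: 0% = enzyme with DMSO and 100% = wells lacking enzyme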
Target sequence (Q92743 whole entry, looked up): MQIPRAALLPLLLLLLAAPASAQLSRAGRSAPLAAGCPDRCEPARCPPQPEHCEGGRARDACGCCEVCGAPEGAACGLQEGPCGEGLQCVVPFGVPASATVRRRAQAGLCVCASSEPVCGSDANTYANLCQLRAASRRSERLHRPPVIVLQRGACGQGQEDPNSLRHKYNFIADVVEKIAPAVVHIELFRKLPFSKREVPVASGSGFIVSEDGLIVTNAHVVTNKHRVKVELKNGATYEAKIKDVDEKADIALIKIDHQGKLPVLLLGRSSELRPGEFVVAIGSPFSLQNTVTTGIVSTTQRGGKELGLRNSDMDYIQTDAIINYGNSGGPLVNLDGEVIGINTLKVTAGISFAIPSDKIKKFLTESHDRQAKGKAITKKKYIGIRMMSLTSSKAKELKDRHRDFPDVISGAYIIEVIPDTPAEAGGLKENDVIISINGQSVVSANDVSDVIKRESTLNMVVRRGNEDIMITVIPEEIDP
rCAG binder = binders of r(CAG) RNA repeats, primary screen, biochemical, fluorescence | 1.3% of 370,000 active | inhibition, % at 3 µM | r(CAG) RNA repeat, TO-PRO-1 dye displacement fluorescence | AID 651821, 2012;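 active = inhibition above the plate cutoff, the mean of all test compounds on that plate plus 3 SD, cut at about 35% in these data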;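 note: 0% = DMSO alone and 100% = 100 µM mitoxantrone as full dye displacement; higher means more dye released from RNA so lower well fluorescence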
PRMT1 FP inh = PRMT1 methyltransferase inhibitors, primary screen, biochemical, fluorescence polarization; Protein arginine N-methyltransferase 1 (Homo sapiens), Q99873; recombinant PRMT1, activity-based probe fluorescence polarization; inhibition, % at 2.79 µM; 1.3% of 370,000 active; AID 652257, 2013;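 active = inhibition above about 21% made by adding two undisclosed values, limit read from the data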
TCR CD3 inh = inhibitors of human TCR-CD3 interaction, primary screen, biochemical, fluorescence, TAMRA-labeled TCR probe | inhibition, % at 9.4 µM | 0.37% of 360,000 active | AID 651800, 2012; in the data active = inhibition above about 19%;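 note: recombinant mutant TCR 2C K166C tagged with TAMRA read by polarization; 0% = receptor in buffer alone and 100% = receptor with positive control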
UHRF1 MBD2 ctr = UHRF1 methylated DNA binding inhibitors, primary screen, counter-screen for MBD2 inhibitor project, biochemical, TR-FRET, human UHRF1, single concentration. E3 ubiquitin-protein ligase UHRF1 (Homo sapiens), Q96T88. UHRF1 binding to methylated oligo. inhibition, % at 4.4 µM. 0.75% of 370,000 active. AID 687016, 2013; in the data active = inhibition above about 21%;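 note: UHRF1 SRA domain binding a hemimethylated CpG hairpin DNA probe; 0% = median of test compound wells and 100% = reference inhibitor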
Rev-erbA mod = modulators of Rev-erb alpha DNA binding, primary screen, biochemical, FITC-DNA, fluorescence polarization, uHTS; Rev-erbα–FITC-DNA binding, 90 min; activity, % at 10 µM; 0.79% of 370,000 active;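 active = activity above about 14%, limit read from the data; passing the limit was not always enough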;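 note: 0% = DMSO wells with 35 nM protein and 100% = DMSO wells with 750 nM protein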
mABHD4 FP = ABHD4 inhibitors, primary screen, biochemical, fluorescence polarization, mouse; purified mABHD4, FP-Rh probe fluorescence polarization; (Lyso)-N-acylphosphatidylethanolamine lipase (Mus musculus), Q8VD66; inhibition, % at 8.92 µM; 0.54% of 370,000 active;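 active = inhibition exceeding the mean over every tested compound plus 3 SD, cut at about 30% in these data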;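 note: 0% = plate median of compound wells and 100% = S159A mutant with DMSO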
Target sequence (Q8VD66 whole entry, looked up): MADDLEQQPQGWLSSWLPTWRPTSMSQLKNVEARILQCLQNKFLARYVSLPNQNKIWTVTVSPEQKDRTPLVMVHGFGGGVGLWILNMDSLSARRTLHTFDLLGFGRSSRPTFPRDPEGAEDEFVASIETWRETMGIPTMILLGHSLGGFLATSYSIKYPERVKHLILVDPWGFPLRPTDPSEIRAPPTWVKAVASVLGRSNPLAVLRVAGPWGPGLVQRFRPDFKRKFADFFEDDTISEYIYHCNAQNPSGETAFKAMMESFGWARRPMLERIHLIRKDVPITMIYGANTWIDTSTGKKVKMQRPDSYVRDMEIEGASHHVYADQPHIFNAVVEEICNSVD
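Assay system: mABHD4 protein; medium: HEPES pH 7.0, NaCl, Pluronic buffer; dosing: 8.92 µM, single dose; schedule: 45 min + 60 min at 25 °C; signal: FP readout, ex 525 nm / em 598 nm; read-out: normalized percent inhibition of probe labeling; repeats: single replicate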
LEDGF integ inh = blockers of LEDGF/p75-dependent integrase strand transfer – biochemical, TR-FRET, high throughput, primary screen. TR-FRET IN-LEDGF/p75 DNA integration, Eu/Cy5. AID 743269, 2014. 0.64% of 370,000 active. HIV-1 integrase (with human LEDGF/p75). inhibition, % at 3.7 µM;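 active = inhibition above the screen-wide mean plus 3 SD, cut at about 13% in these data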;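 note: signal is the Cy5 over europium emission ratio at 671 and 618 nm; 0% = plate median of compound wells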
* hit, by the source's call; . = no result given. This is a subset; the hit share may differ from the screen's.

SMILES | MBD2 inh | PG9 Ab binder | HTRA1 inhibitor | rCAG binder | PRMT1 FP inh | TCR CD3 inh | UHRF1 MBD2 ctr | Rev-erbA mod | mABHD4 FP | LEDGF integ inh
COc1ccc(-c2csc(NC(=O)CCN3C(=O)C4CC=CCC4C3=O)n2)cc1OC (configuration not stated) | 0 | -0.7 | -7 | 4 | 4 | -1 | 0 | 4 | -9 | -6
Cc1[nH]ccc(=O)c1OCc1c(F)cccc1Cl | -6 | 0.2 | 5 | -1 | 1 | -5 | 1 | -3 | 11 | -5
C=CCn1c(COc2ccc(F)cc2)nnc1SC(C)C(=O)NCC1CCCO1 (configuration not stated) | 1 | 0.7 | -9 | 3 | -2 | -4 | 11 | 1 | -2 | 2
O=C(NC1CCCC1)C(c1ccccn1)N(C(=O)c1csnn1)c1ccccc1F (configuration not stated) | 2 | -0.9 | 6 | -5 | -1 | 0 | 1 | 1 | 8 | -3
O=[N+]([O-])c1ccccc1OC/C(=N\O)c1ccccc1 | 4 | -0.2 | 8 | -2 | 8 | 0 | 2 | -2 | 6 | 1
N#Cc1c2n(c3c(=O)n(Cc4ccccc4)cnc13)CCCC2 | 2 | 0.1 | 2 | -4 | -2 | -5 | 0 | 9 | 0 | 0
O=C(Nc1ccccc1F)C1CCCN(S(=O)(=O)c2ccccc2)C1 (configuration not stated) | 5 | -1.5 | 0 | -2 | -3 | 0 | -2 | -5 | 0 | 0
Cc1cc(Cl)ccc1OCCCC(=O)N1CCN(S(=O)(=O)c2ccccc2)CC1 | -1 | 1.0 | -21 | 2 | -1 | -7 | 5 | 1 | 1 | 2
CC(Sc1nnc(Cc2cccs2)n1C1CC1)C(=O)NC1CCS(=O)(=O)C1 (configuration not stated) | 0 | 0.1 | 5 | 1 | -5 | -12 | 3 | -1 | -3 | -2
COc1ccc(OCCNC(=O)C(c2ccccc2)c2ccccc2)cc1 | 3 | 1.8 | -2 | -1 | 1 | -6 | 0 | -10 | 4 | 1
CCOc1ccc(S(=O)(=O)N2CCC(C(=O)NCc3ccccn3)CC2)cc1C | -3 | -1.6 | 4 | -4 | -1 | -6 | -5 | 1 | 3 | 1
Cc1cccc(C)c1NC(=O)CNC(=O)c1c(-c2ccccc2)noc1C | 5 | 0.5 | -3 | 1 | -2 | -2 | 3 | -5 | 3 | -1
CC(C)CCNC(=O)c1ccc2c(c1)ncn2C1CCCCC1 | -4 | 0.2 | -5 | -6 | -4 | 9 | 1 | 2 | 4 | 4
O=C(COC(=O)c1ccccc1NC(=O)c1ccco1)NCc1ccc2c(c1)OCO2 | 4 | 2.9 | -7 | 5 | 3 | -3 | 1 | 5 | -6 | -1
C=CCn1c(SCC(=O)N(CC)C2CCS(=O)(=O)C2)nnc1-c1ccccc1 (configuration not stated) | 2 | 0.3 | 4 | -1 | 0 | 0 | -1 | -5 | 3 | -7
Cn1ncc2c(Nc3cc(Cl)cc(Cl)c3)ncnc21 | 5 | -0.3 | -29 | 10 | 2 | -3 | 3 | 0 | -14 | -3
CNS(=O)(=O)c1cc(C(=O)O)ccc1OC | 1 | -0.7 | 1 | 0 | -1 | 3 | 0 | -2 | 0 | 1
CN(C)/C=C/C(=O)C(F)(F)F | -6 | -0.7 | 0 | -3 | -2 | -8 | 5 | 2 | 2 | -2
Cc1cccc(C(=O)O/N=C(\c2ccccc2)c2cccnc2)c1 | 6 | -1.6 | -12 | -5 | -2 | -2 | 12 | -3 | -7 | 0
Cc1cc(=O)n2nc(N3CCCC(C(=O)NCc4ccccc4Cl)C3)sc2n1 (configuration not stated) | 1 | -0.1 | -1 | -1 | -1 | 10 | 0 | -9 | 4 | 2
O=C1NC2c3c(Cl)sc(Cl)c3C(=O)C2O1 (configuration not stated) | 14* | -2.2 | 11 | 31 | 17 | 0 | 35* | -32 | 9 | 11
Cc1ccc(C(=O)CN(C(=O)c2ccc(Cl)c(Cl)c2)N2C(=O)C3CCCCC3C2=O)cc1 (configuration not stated) | -3 | -3.2 | -1 | 3 | -1 | -2 | -4 | -3 | -7 | 4
COC(=O)c1cccc(COC(=O)c2cccnc2SC)c1 | 2 | -1.0 | -10 | -1 | -1 | 10 | 34* | 2 | -12 | -3
CC[n+]1c(/C=C/c2c[nH]c3ccccc23)ccc2cc(C)ccc21 | -34 | -14 | . | -175 | -15 | -42 | -91 | 126* | -119 | 1
CN(C1CCS(=O)(=O)C1)S(=O)C12CC3CC(CC(C3)C1)C2 (configuration not stated) | 0 | 0.4 | -2 | 4 | 5 | 6 | -2 | 0 | 5 | -1
CCc1c(C)nc2c(C#N)c(C)[nH]n2c1=O | -1 | -3.3 | 2 | 3 | -1 | 3 | 2 | 3 | 2 | -1
COc1ccccc1CNC(=O)COn1nnc2ccc(S(=O)(=O)N3CCOCC3)cc21 | -3 | -1.1 | -1 | -4 | 3 | 5 | -1 | -7 | 4 | 0
Cc1ccc(/C=C/C(=O)NC(=S)Nc2ccccc2C(=O)NC2CCCCC2)cc1 | -3 | -1.3 | -6 | -1 | 0 | 5 | -1 | -1 | 1 | 0
COC(=O)c1[nH]c2ccccc2c1NC(=O)CN1CCCCCC1 | -10 | 0.2 | -6 | -3 | -1 | 5 | -1 | 2 | 5 | 2
Cc1cc(C)c(CN2CCN(CCCn3ccc(NC(=O)OCc4ccccc4)nc3=O)CC2)c(C)c1 | 0 | -1.4 | -23 | 6 | -4 | 9 | 0 | 12 | 12 | 3
O=C1CCC(C(=O)N2CCC(CCO)CC2)CN1Cc1ccc(Cl)cc1 (configuration not stated) | 4 | -0.8 | 4 | -2 | -2 | 3 | 1 | -1 | -9 | 0
N#C/C=C\Oc1ccc(Cl)cc1N | -4 | -2.2 | 7 | 2 | 2 | -8 | -3 | 2 | 4 | -3
COc1ccc(/C=C/C(=O)ONC2=NCCCCC2)cc1OC | 3 | 0.2 | 8 | -6 | 3 | 1 | -1 | -1 | 4 | -3
CCCCOC(=O)C1=C(C)NC2(O)c3ccccc3C(=O)C12O (configuration not stated) | -9 | 0.5 | 4 | 1 | 1 | -6 | -5 | 2 | -6 | 3
CCCNC(=O)CN(C)C(=O)c1n[nH]c2ccccc12 | -1 | -1.3 | 6 | -4 | -2 | 0 | -1 | -1 | 3 | 0
CC(C)c1ccc(-c2c(C#N)c(N)nc(SCC(=O)N3CCCCCC3)c2C#N)cc1 | 5 | 83* | . | 1 | 6 | -8 | 4 | 52* | -2 | -1
C=CCC1CCCCC12NC(=O)N(c1ccccc1)N2 (configuration not stated) | 3 | -0.2 | -1 | 0 | 7 | -1 | -1 | 0 | 1 | -1
Cc1cc(C(=O)N/N=C/c2c(C)nn(-c3ccccc3)c2C)c(C)o1 | 3 | -0.9 | 0 | -1 | 3 | -15 | 1 | 0 | -2 | -7
COc1ccc2c(c1)CCc1c(C(=O)N3CCOCC3)noc1-2 | 1 | 1.5 | 1 | -4 | 2 | -7 | -20 | 4 | 1 | -6
OCCNNC(=S)NC1CC2C=CC1C2 (configuration not stated) | -2 | -0.4 | 3 | -1 | 2 | -10 | 3 | 6 | -2 | -7
Cc1ccc(NC(=O)NC(=O)COc2c(F)c(F)cc(F)c2F)c(C)c1 | 1 | 0.4 | -7 | 0 | -1 | 6 | -2 | -3 | 2 | 4
CCOC(=O)/C=C1/N(C)c2ccccc2C1(C)C | 4 | 0.5 | 4 | -5 | 8 | 0 | -2 | -2 | -1 | 0
COc1ccc(OCc2nnc(SCC(=O)NCC3CCCO3)n2N)cc1 (configuration not stated) | -6 | 0.0 | 1 | 0 | 6 | -2 | -2 | -3 | 2 | -3
O=C(Cc1c(F)cccc1Cl)N(Cc1ccccc1)c1ccccn1 | 3 | -1.5 | 5 | -6 | -3 | 1 | 1 | 2 | -2 | 6

An excerpt from above in order of molar mass, ascending:
SMILES | MBD2 inh | PG9 Ab binder | HTRA1 inhibitor | rCAG binder | PRMT1 FP inh | TCR CD3 inh | UHRF1 MBD2 ctr | Rev-erbA mod | mABHD4 FP | LEDGF integ inh
CCOC(=O)/C=C1/N(C)c2ccccc2C1(C)C | 4 | 0.5 | 4 | -5 | 8 | 0 | -2 | -2 | -1 | 0
CCCCOC(=O)C1=C(C)NC2(O)c3ccccc3C(=O)C12O (configuration not stated) | -9 | 0.5 | 4 | 1 | 1 | -6 | -5 | 2 | -6 | 3
O=C(Cc1c(F)cccc1Cl)N(Cc1ccccc1)c1ccccn1 | 3 | -1.5 | 5 | -6 | -3 | 1 | 1 | 2 | -2 | 6

Grouped by structure: those above containing an aryl methoxy group (seven)
SMILES | MBD2 inh | PG9 Ab binder | HTRA1 inhibitor | rCAG binder | PRMT1 FP inh | TCR CD3 inh | UHRF1 MBD2 ctr | Rev-erbA mod | mABHD4 FP | LEDGF integ inh
COc1ccc(-c2csc(NC(=O)CCN3C(=O)C4CC=CCC4C3=O)n2)cc1OC (configuration not stated) | 0 | -0.7 | -7 | 4 | 4 | -1 | 0 | 4 | -9 | -6
COc1ccc(OCCNC(=O)C(c2ccccc2)c2ccccc2)cc1 | 3 | 1.8 | -2 | -1 | 1 | -6 | 0 | -10 | 4 | 1
CNS(=O)(=O)c1cc(C(=O)O)ccc1OC | 1 | -0.7 | 1 | 0 | -1 | 3 | 0 | -2 | 0 | 1
COc1ccccc1CNC(=O)COn1nnc2ccc(S(=O)(=O)N3CCOCC3)cc21 | -3 | -1.1 | -1 | -4 | 3 | 5 | -1 | -7 | 4 | 0
COc1ccc(/C=C/C(=O)ONC2=NCCCCC2)cc1OC | 3 | 0.2 | 8 | -6 | 3 | 1 | -1 | -1 | 4 | -3
COc1ccc2c(c1)CCc1c(C(=O)N3CCOCC3)noc1-2 | 1 | 1.5 | 1 | -4 | 2 | -7 | -20 | 4 | 1 | -6
COc1ccc(OCc2nnc(SCC(=O)NCC3CCCO3)n2N)cc1 (configuration not stated) | -6 | 0.0 | 1 | 0 | 6 | -2 | -2 | -3 | 2 | -3

High-throughput results (PubChem BioAssay)
